Autophagy HCS – alters autophagy in cells; MEF GFP-LC3 puncta imaging; test concentration mostly 10 µM; calls only at 10 µM (by protocol); 0.98% of 190,000 active; AID 463193;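 active = percentage of spot-positive cells more than 3 SD above its plate mean, without a fluorescence outlier flag or 80% toxicity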;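 also: spot-positive cell cutoff set from DMSO-treated cells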
WT yeast gro inh – growth inhibition of WT yeast, mitochondrial fusion screen; 2.1% of 190,000 active; mitochondrial fusion phenotypic screen, WT strain; inhibition, % at 10 µM; AID 1362; in the data active = inhibition above about 58%; tested in S. cerevisiae
human PMI inhibition – MPI enzyme activity inhibition – biochemical, fluorescence intensity, coupled assay, primary screen (AID 1209) | purified PMI enzyme, coupled fluorescence intensity; higher % means a stronger effect | 0.42% of 190,000 active | inhibition, % at 20 µM; hits with a dose series show IC50 in µM;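 also: plate controls were DMSO vehicle for no effect and wells lacking substrate for full effect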
Yfh1-depleted yeast – enhancers of respiration in Yfh1-depleted yeast, dose response, Friedreich's ataxia, plus single-dose screen (AID 1465) | S. cerevisiae Yfh1-off respiration, WST-1 reduction, 72 h; higher fold induction means a stronger effect | fold induction at 50 µM; hits with a dose series show EC50 in µM | 0.074% of 220,000 active;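 active = fold induction of absorbance versus untreated yeast above a set limit, then at least 30% activation at any dose in follow-up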;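 also: activators that raise dye reduction in frataxin-depleted yeast; strong numbers were not always called active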
Insulin prom up – MIN6 insulin promoter up-regulation; z-score at 5 µM; AID 1625; MIN6 insulin promoter-GFP reporter, high-content imaging; active compounds read high; 0.3% of 190,000 active;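 active = z-score above 3 at 5 µM with at least 500 cells counted in the well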
MT stabilize HCS – microtubule stabilizers in HeLa cells; HeLa tubulin immunostaining HCS, 24 h; share of cells brighter than vehicle mean+2SD; AID 2205; 0.83% of 200,000 active; % tubulin-high responders, % at 10 µM;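 active = plate Z-score above 3 for both tubulin-high and condensed-nucleus cell shares, with cell loss under 80%, at 10 µM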;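 also: anti alpha tubulin signal scored within the nucleus-defined area of each cell; some results filed as inactive read as strong as hits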
Dynein cargo inh – dynein cargo transport inhibition; 3617.4 mouse cells, GR-EGFP nuclear translocation imaging; test concentration mostly 20 µM; stimulated with dexamethasone, 1 µM; active compounds read low; 0.47% of 220,000 active; z-score, hits read low;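 active = plate z-score of nuclear minus cytoplasmic receptor signal below a set negative limit, without overly bright fluorescence or cell loss, cut at about -3.5 in these data, passing the limit was not always enough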;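 also: z-score of nuclear minus cytoplasmic ring GR-EGFP intensity difference per well; some compounds called inactive have numbers as strong as hits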
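Buffer or medium: tet-free, stripped-serum medium; reagent: dexamethasone at 1.0 µM final, 30 min; incubation: 48 h induction, 1 h compound, 30 min dex at 37 °C; measured by: formaldehyde fixation, Hoechst nuclear stain, 10x automated fluorescence imaging; read-out: nuclear-to-cytoplasmic GR-EGFP distribution per well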
human PMI inhibitors – human PMI inhibitors, high substrate, primary screen, biochemical, fluorescence intensity, high mannose 6-phosphate (AID 1220) | recombinant PMI enzyme, coupled fluorescence intensity; higher % means a stronger effect | inhibition, % at 20 µM; hits with a dose series show IC50 in µM | 0.66% of 190,000 active
bCat nuc transl – modulators of beta-catenin nuclear translocation; 0.3% of 190,000 active; AID 1665; HeLa beta-catenin nuclear translocation, immunofluorescence imaging; nuclear translocation activity, % at 5 µM;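 active = nuclear translocation activity above 50% at 5 µM, with a well cell count of 50 or more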;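 also: per-cell ratio of nuclear to cytoplasmic median beta-catenin stain intensity; plate controls were DMSO negative control for no effect and GSK-3 inhibitor IX positive control for full effect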
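test system = HeLa cells, endogenous beta-catenin | dosing = single 5 µM dose plus 0.02–20 µM confirmation series | times = compound treatment 24 h, 37°C, 5% CO2 | technique = beta-catenin immunofluorescence imaging with DAPI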
WT yeast gro inh mutant strain – also measured in WT yeast gro inh; calls as there; inhibition, %; mitochondrial fusion phenotypic screen, mutant strain inhibition
Dynein cargo inh cytoplasmic EGFP – further read-out of Dynein cargo inh, marked with its call; z-score; measured here: cytoplasmic GR-EGFP intensity; active compounds read high
Dynein cargo inh nuclear GR-EGFP – second read-out of Dynein cargo inh, no call of its own (marks repeat the call); z-score; measured here: nuclear GR-EGFP intensity;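 lower value marks the stronger effect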
Dynein cargo inh cell count – also measured in Dynein cargo inh; calls as there; z-score; measured here: cell count per field
Insulin prom up cell count – recorded beside Insulin prom up, whose call it bears; cell count; measured here: cytotoxicity, nuclei count;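 total cells summed across four imaged fields per well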
bCat nuc transl cell count 5 µM – also measured in bCat nuc transl; calls as there; cell count; measured here: cell count, cytotoxicity flag
MT stabilize HCS Hoechst-high % – further read-out of MT stabilize HCS, marked with its call; % Hoechst-high responders; measured here: nuclear condensation Hoechst responders;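 share of cells brighter than vehicle mean plus two SD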
MT stabilize HCS cytotoxicity % – also measured in MT stabilize HCS; calls as there; toxicity, %; measured here: cytotoxicity by cell density;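 0% = mean cell density of plate MIN control wells and 100% = no cells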
Autophagy HCS cell loss 18 h – recorded beside Autophagy HCS, whose call it bears; toxicity, %; measured here: cell loss, nuclei count;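 cell loss after 18 h compound exposure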
Numbers without * were called inactive; i = inactive; / = not tested or not shown. Rule as the data show it, unless noted: active = inhibition above about 50%; inactive = the rest. Not a hit list (roughly 5% active in at least one column).

SMILES	Autophagy HCS	Autophagy HCS cell loss 18 h	WT yeast gro inh	WT yeast gro inh mutant strain	human PMI inhibition	Yfh1-depleted yeast	Insulin prom up	Insulin prom up cell count	MT stabilize HCS	MT stabilize HCS Hoechst-high %	MT stabilize HCS cytotoxicity %	Dynein cargo inh	Dynein cargo inh cytoplasmic EGFP	Dynein cargo inh nuclear GR-EGFP	Dynein cargo inh cell count	human PMI inhibitors	bCat nuc transl	bCat nuc transl cell count 5 µM
COc1ccccc1C(=O)C1CCCN(Cc2ccc(Oc3ncccn3)cc2)C1 (stereo unspecified)	i	-17	-1	-7	2%	i	-0.36	1429	3.9	1.0	6.2	-0.089	-0.28	0.35	-0.074	-8%	-1.0	968
CCN(CC)C(=O)C[n+]1cccc(C(N)=O)c1	i	0	-9	-5	5%	i	-0.21	1392	4.6	2.1	3.1	0.56	-0.24	-0.095	-0.034	-3%	-0.6	958
CC(=O)c1cc(C(=O)c2ccccc2)sc1Nc1ccccc1	i	19	8	-15	25%	i	/	/	1.4	2.4	4.9	-0.54	-0.25	-0.56	0.26	29%	-1.9	992
COc1cccc(OC(=O)N2CCOCC2)c1	i	8	9	14	-16%	i	0.66	1153	3.2	1.1	14	3.5	0.068	2.1	-2.2	-13%	-1.2	1118
Cc1nn(-c2ccccc2[N+](=O)[O-])c(=O)c2ccccc12	i	-8	0	-17	12%	i	-0.26	1496	1.7	1.4	6.1	0.13	-0.3	0.25	-0.095	9%	2.3	929
COC(=O)c1ccc(NC(=O)CSc2ccccn2)cc1	i	82	8	23	7%	i	/	/	3.2	2.4	13	-0.29	0.081	-0.3	1.6	-2%	6.4	930
Cc1c2c(nc3ccccc13)CCC(C(C)(C)C)C2 (stereo unspecified)	i	3	68*	40*	-20%	i	0.72	1465	3.1	2.3	1.6	1.3	-0.29	0.83	-1	-20%	-5.2	944
CCOC(=O)c1c(-c2cccs2)csc1NC(=O)CNCCN1CCOCC1	i	-11	-8	-10	5%	i	-1.7	1102	2.9	1.4	4.9	-1.6	-0.099	-0.59	0.62	-6%	-2.9	1177
Fc1ccc(CNC(=S)Nc2cccc(C(F)(F)F)c2)cc1	i	3	58*	31*	3%	i	0.26	1182	2.6	2.7	5.1	-1	0.086	-0.67	0.53	1%	/	/
CN(C)CC(C)(C)CNC(=S)Nc1ccc(S(=O)(=O)N2CCOCC2)cc1	i	-3	-6	-1	-6%	i	-0.37	1363	3.1	4.0	5.8	-0.72	-0.025	-0.39	0.59	-7%	-2.6	495
Cc1cc(C)n(CC(O)CN2C(=O)NC(C)(C)C2=O)n1 (stereo unspecified)	i	19	-26	13	-7%	i	-0.29	1156	2.9	2.2	3.3	0.84	-0.22	0.2	-0.21	-11%	/	/
Cc1c(NC(=O)c2ccc3c(c2)OCO3)cccc1-c1nc2ccccc2o1	i	-1	20	21	14%	i	/	/	2.7	1.9	8.5	-0.53	-0.2	-0.15	0.34	20%	-3.2	932

Whole records, looked up by structure.
Shown for Cc1c2c(nc3ccccc13)CCC(C(C)(C)C)C2 (stereo unspecified) → Autophagy HCS: i; Autophagy HCS cell loss 18 h: 3; WT yeast gro inh: 68*; WT yeast gro inh mutant strain: 40*; human PMI inhibition: -20%; Yfh1-depleted yeast: i; Insulin prom up: 0.72; Insulin prom up cell count: 1465; MT stabilize HCS: 3.1; MT stabilize HCS Hoechst-high %: 2.3; MT stabilize HCS cytotoxicity %: 1.6; Dynein cargo inh: 1.3; Dynein cargo inh cytoplasmic EGFP: -0.29; Dynein cargo inh nuclear GR-EGFP: 0.83; Dynein cargo inh cell count: -1; human PMI inhibitors: -20%; bCat nuc transl: -5.2; bCat nuc transl cell count 5 µM: 944
Shown for Cc1cc(C)n(CC(O)CN2C(=O)NC(C)(C)C2=O)n1 (stereo unspecified) → Autophagy HCS: i; Autophagy HCS cell loss 18 h: 19; WT yeast gro inh: -26; WT yeast gro inh mutant strain: 13; human PMI inhibition: -7%; Yfh1-depleted yeast: i; Insulin prom up: -0.29; Insulin prom up cell count: 1156; MT stabilize HCS: 2.9; MT stabilize HCS Hoechst-high %: 2.2; MT stabilize HCS cytotoxicity %: 3.3; Dynein cargo inh: 0.84; Dynein cargo inh cytoplasmic EGFP: -0.22; Dynein cargo inh nuclear GR-EGFP: 0.2; Dynein cargo inh cell count: -0.21; human PMI inhibitors: -11%; bCat nuc transl: /; bCat nuc transl cell count 5 µM: /
Shown for COC(=O)c1ccc(NC(=O)CSc2ccccn2)cc1 → Autophagy HCS: i; Autophagy HCS cell loss 18 h: 82; WT yeast gro inh: 8; WT yeast gro inh mutant strain: 23; human PMI inhibition: 7%; Yfh1-depleted yeast: i; Insulin prom up: /; Insulin prom up cell count: /; MT stabilize HCS: 3.2; MT stabilize HCS Hoechst-high %: 2.4; MT stabilize HCS cytotoxicity %: 13; Dynein cargo inh: -0.29; Dynein cargo inh cytoplasmic EGFP: 0.081; Dynein cargo inh nuclear GR-EGFP: -0.3; Dynein cargo inh cell count: 1.6; human PMI inhibitors: -2%; bCat nuc transl: 6.4; bCat nuc transl cell count 5 µM: 930

Further results follow.
SMILES	Autophagy HCS	Autophagy HCS cell loss 18 h	WT yeast gro inh	WT yeast gro inh mutant strain	human PMI inhibition	Yfh1-depleted yeast	Insulin prom up	Insulin prom up cell count	MT stabilize HCS	MT stabilize HCS Hoechst-high %	MT stabilize HCS cytotoxicity %	Dynein cargo inh	Dynein cargo inh cytoplasmic EGFP	Dynein cargo inh nuclear GR-EGFP	Dynein cargo inh cell count	human PMI inhibitors	bCat nuc transl	bCat nuc transl cell count 5 µM
COCCN(C(=O)c1ccccc1OC)c1nnc(C)s1	i	-2	-7	3	3%	i	-0.03	1578	6.1	2.1	9.2	0.68	-0.39	-0.087	0.29	0%	0.2	1501
Cn1c(C(=O)N2CCc3ccccc3C2)cc2c(=O)n3ccccc3nc21	i	10	-2	-5	10%	i	0.48	1562	5.8	2.2	24	3.7	-0.3	2	-1.2	19%	-2.0	1455
COc1ccc(CCNC(=O)c2cc(-c3cc(Cl)ccc3O)n[nH]2)cc1OC	/	/	/	/	/	i	-1.2	1138	/	/	/	-0.59	-0.1	-0.32	0.12	/	1.6	1259
Cc1ccc(-n2c(C)cc(C)c(C#N)c2=O)cc1Cl	i	2	3	2	-1%	i	-0.77	1148	4.1	1.7	1.0	1.8	-0.11	0.99	-1.1	-4%	3.5	1123
CCSc1nnc(NC(=O)C(C)(C)C)s1	i	8	/	/	-8%	i	-0.34	1309	2.1	1.8	4.7	1.1	-0.17	0.46	-0.44	2%	/	/
O=C(O)c1ccc(NC(CSCc2cccc(F)c2)C(=O)O)c([N+](=O)[O-])c1 (stereo unspecified)	i	-4	8	11	-1%	i	-0.23	714	1.4	1.7	7.4	-0.47	0.0059	-0.19	0.059	-1%	/	/
O=C(O)CCCCCNS(=O)(=O)/C=C/c1ccccc1	i	0	7	-3	1%	i	-0.06	1465	1.7	1.3	5.5	-0.76	-0.25	-0.31	1.2	-2%	-0.3	1481
COc1ccc(C(=O)c2coc3ccc(O)c(CN4CCCCC4)c23)cc1	/	/	11	2	17%	i	-0.47	1910	3.1	1.5	6.7	-1.2	-0.19	-0.53	0.4	18%	-0.3	1125
COc1cc([N+](=O)[O-])cc(/C=N/NC(=O)C(C)Nc2cccc3ccccc23)c1O (stereo unspecified)	i	14	46	29	2%	i	0.06	1441	3.4	1.4	4.9	0.033	-0.26	0.096	0.85	35%	-0.3	1030
Brc1ccccc1OCCCCn1cnc2ccccc21	i	-8	47	45	8%	i	-2.8	951	3.3	1.5	4.1	-0.43	-0.2	0.35	0.18	3%	1.3	1426
O=C1c2ccccc2C(=O)N1c1nc(-c2cccs2)cs1	i	-10	2	-15	0%	i	1.2	1282	2.9	1.8	2.4	-1	-0.25	-1.2	1.3	-20%	/	/
COc1ccc(C(=O)C2CCCN(Cc3cccn3-c3nccs3)C2)cc1F (stereo unspecified)	i	-3	-7	-9	-2%	i	-0.65	1268	3.2	2.1	3.1	-0.6	-0.2	0.15	0.69	-3%	1.5	991
Cc1csc(NC(=O)CCNC(=O)c2ccccc2Cl)n1	i	-7	-8	17	-6%	i	-0.27	1298	2.5	1.9	5.4	-0.93	-0.37	-0.46	0.47	-4%	3.1	1106
O=C1COc2ccc(S(=O)(=O)N3CCc4ccccc43)cc2N1	/	/	/	/	/	i	-0.79	1058	/	/	/	-1.2	-0.26	-0.22	0.27	/	-0.8	1356
CC12CCC(c3c(C(=O)Nc4nccs4)nn(-c4ccccc4)c31)C2(C)C (stereo unspecified)	i	0	76*	29*	-8%	i	0.31	871	4.7	5.0	5.5	-0.98	-0.00091	-0.49	0.34	5%	-5.8	698
O=C(c1ccc(-c2ccccc2)cc1)N1CCN(C(=O)c2ccco2)CC1	i	-14	5	8	4%	i	-1.1	919	1.6	2.0	13	-0.23	-0.22	0.12	0.4	1%	4.1	701
COc1cc(C=O)c(Br)cc1OC1CCCC1	i	3	-8	8	2%	i	-0.8	904	1.7	1.1	10	0.27	-0.29	0.45	-0.35	3%	-2.3	1156
CCOC(=O)c1cccc(NC(=O)CCc2c(C)nc3ncnn3c2C)c1	i	11	-10	-8	10%	i	0.21	1373	4.0	2.0	8.2	-0.32	-0.18	0.32	-0.24	6%	-3.1	915
CCN1CCN(S(=O)(=O)c2ccc(S(=O)(=O)N(CC)Cc3ccccc3)cc2)CC1	i	-4	-4	-7	10%	i	0.31	979	1.8	2.2	5.6	-0.94	-0.25	-0.22	-0.028	10%	-0.8	1091

Source: PubChem BioAssay
